# Wee1 stabilizer: Wee1 degradation inhibitors, primary screen, cell-based, HeLa, Wee1K328M-luciferase, luminescence | 220,000 tested, 1.2% active | reporter increase, % at 5 µM | HeLa Luc-Wee1K328M stability; 100% = proteasome inhibitor MG132 effect;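 active = activation above the mean of all tested compounds plus 3 SD, set per screening run, cut at about 8.8% in these data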;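 also: cells exposed to compound for 20 h before luminescence read; 0% = DMSO alone and 100% = MG132 at 30 µM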
# FXIIa inh: human FXIIa protease inhibitors, primary screen, biochemical, 1536-well. Coagulation factor XII (Homo sapiens), P00748. purified FXIIa, Boc-QGR-AMC fluorogenic substrate, 2 h. inhibition, % at 5 µM. 220,000 tested, 0.3% active. AID 800, 2007; in the data active = inhibition above about 40%;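 also: 0% = enzyme with no compound and 100% = blank without enzyme; many of its hits are not listed in these tables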
# Mdm2 ligase inh: MDM2-luciferase reporter signal enhancers, primary screen, MDM2 E3 ligase inhibitor project, cell-based, luminescence, 1536-well. cell-based MDM2 ubiquitination luciferase reporter, 2 h; 0 = plate control, 100 = twice control, blank-subtracted. 210,000 tested, 0.11% active. signal enhancement, % at 5 µM;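 active = signal enhancement of 30% or more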;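 also: luminescence tracks abundance of the self-degrading MDM2-luciferase fusion protein; higher signal means inhibition of MDM2 E3 ligase activity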
#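 Test system: stable mammalian line carrying autodegrading MDM2–luciferase fusion reporter; quantity: 2000 cells in each well; times: 4 h cell settling then 2 h compound exposure, 37 °C; detection: luminescence with SteadyLite reagent, 15 min at room temperature; evaluation: percent signal gain over controls, blank-subtracted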
# KLK5 inh: human KLK5 protease inhibitors, primary screen, biochemical, 1536-well | Kallikrein-5 (Homo sapiens), Q9Y337 | inhibition, % at 5 µM | 210,000 tested, 0.59% active | recombinant hK5, fluorogenic AMC substrate cleavage;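 active = inhibition of 40% or more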;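 also: 0% = enzyme controls without compound and 100% = no-enzyme blanks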
# Target sequence (Q9Y337 67-293 limits assumed): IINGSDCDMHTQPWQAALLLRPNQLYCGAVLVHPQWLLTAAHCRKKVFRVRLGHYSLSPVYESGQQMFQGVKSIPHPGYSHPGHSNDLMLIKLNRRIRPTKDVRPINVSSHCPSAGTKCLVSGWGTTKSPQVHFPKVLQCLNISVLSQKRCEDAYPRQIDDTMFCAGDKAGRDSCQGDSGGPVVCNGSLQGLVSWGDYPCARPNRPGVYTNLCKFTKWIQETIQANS
# Rad51 HR inh: human RAD51 strand exchange inhibitors, primary screen, biochemical, fluorescence; inhibition, % at 10 µM; 200,000 tested, 0.085% active; DNA repair protein RAD51 homolog 1 (Homo sapiens), Q06609; hRad51 DNA strand exchange, fluorescence dequenching;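 active = inhibition above 40% at the single screening dose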;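 also: 0% = DMSO control wells and 100% = blanks with heterologous ssDNA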
#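 Read-out basis: percent inhibition relative to plate controls and blanks / Assay system: human Rad51 nucleoprotein filaments preassembled on unlabelled ssDNA / Timing: filaments 15 min 37 °C, then compound 30 min / Control set: per-plate controls and blanks / Technique: fluorescence dequenching at 485/520 nm / Compound: 10 µM final, single point / Also added: Fluorescein- and BHQ1-tagged 47-mer duplex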
# FXIa inh 1536: human FXIa protease inhibitors, primary screen, biochemical, 1536-well | purified FXIa, Boc-Glu-Ala-Arg-AMC fluorogenic substrate | inhibition, % at 5 µM | Coagulation factor XI (Homo sapiens), P03951 | 220,000 tested, 0.14% active | AID 798, 2007;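 active = inhibition of at least 40%; inactive = inhibition below 40%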;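 also: fluorescence of freed AMC excited at 355 nm; 0% = enzyme without compound and 100% = no enzyme blank; many of its hits are not listed in these tables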
# eIF4E 4G PPI: eIF4E–eIF4G protein interaction inhibitors, primary screen, biochemical, uHTS, TR-FRET, eIF4GI fragment; TR-FRET eIF4E-eIF4GI(517-606) binding, 2 h; inhibition, % at 21.7 µM; 220,000 tested, 0.37% active; AID 782, 2007;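 active = inhibition above about 30%, limit read from the data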;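 also: 0% = full FRET control wells and 100% = background wells lacking eIF4GI fragment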
# 14-3-3 Bad inh: inhibitors of 14-3-3 zeta/Bad binding, primary screen, biochemical, TR-FRET, bovine 14-3-3 zeta; TR-FRET 14-3-3zeta/Dy647-pBad peptide displacement, 1 h; inhibition, % at 21.7 µM; 220,000 tested, 0.71% active;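 active = inhibition above about 70%, limit read from the data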;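 also: 0% = full 14-3-3 plus peptide FRET controls and 100% = background without 14-3-3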
# p97 ATPase inh: inhibitors of human p97 ATPase, primary screen, biochemical; Transitional endoplasmic reticulum ATPase (Homo sapiens), P55072; recombinant p97 ATPase, Kinase-Glo ATP luminescence, 3 h; inhibition, % at 8 µM; 220,000 tested, 0.42% active; AID 1481, 2009; in the data active = inhibition above about 15%;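 also: 0% = DMSO vehicle and 100% = wells lacking enzyme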
# Target sequence (P55072 whole entry, looked up): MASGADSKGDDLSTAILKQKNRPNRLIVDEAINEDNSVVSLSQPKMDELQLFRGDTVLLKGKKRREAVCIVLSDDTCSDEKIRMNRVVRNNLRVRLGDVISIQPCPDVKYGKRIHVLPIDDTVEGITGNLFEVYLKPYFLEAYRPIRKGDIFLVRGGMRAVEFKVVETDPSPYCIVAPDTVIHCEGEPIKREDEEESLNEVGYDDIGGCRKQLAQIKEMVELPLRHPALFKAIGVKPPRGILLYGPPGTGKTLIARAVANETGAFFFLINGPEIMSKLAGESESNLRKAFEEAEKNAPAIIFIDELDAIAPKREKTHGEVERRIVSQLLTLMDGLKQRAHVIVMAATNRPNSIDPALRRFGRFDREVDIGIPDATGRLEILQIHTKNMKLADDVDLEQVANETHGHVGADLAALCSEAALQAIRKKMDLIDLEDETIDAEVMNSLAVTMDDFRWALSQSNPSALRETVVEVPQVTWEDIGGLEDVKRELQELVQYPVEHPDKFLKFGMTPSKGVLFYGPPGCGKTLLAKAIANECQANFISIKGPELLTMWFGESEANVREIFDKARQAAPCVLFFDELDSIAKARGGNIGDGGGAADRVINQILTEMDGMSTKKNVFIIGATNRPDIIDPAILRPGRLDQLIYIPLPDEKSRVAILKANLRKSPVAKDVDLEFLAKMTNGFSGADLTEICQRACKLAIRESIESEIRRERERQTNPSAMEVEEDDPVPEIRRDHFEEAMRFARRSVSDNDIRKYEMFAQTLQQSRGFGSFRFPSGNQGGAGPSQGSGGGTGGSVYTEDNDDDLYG
# Starred values were filed as active, the others as inactive; . = not tested or not shown; [ ] = dose if it differs, or a comment. Random draw from the library. About 3.5% of those tested had a hit in this group.
Wee1 stabilizer	FXIIa inh	Mdm2 ligase inh	KLK5 inh	Rad51 HR inh	FXIa inh 1536	eIF4E 4G PPI	14-3-3 Bad inh	p97 ATPase inh	smiles
0.2	15.6	-15.8	-4.9	5.6	-0.2	-8.8	-5.3	7.9	Cc1ccc2c(c1)C1CN(C)CCC1N2C(=O)Nc1ccc(Cl)cc1 (configuration not stated)
-0.2	11.2	-10.3	-10.2	-6.5	2.8	4.8	-0.7	-1.4	COc1ccc(S(=O)(=O)Cc2ccc(C(=O)NC3CC3)o2)cc1
0.7	1.6	-2.0	-5.0	1.4	0.1	13.5	-4.6	-0.2	COc1cc(/C=N/NC(=O)Cc2ccc(Br)cc2)cc(OC)c1O
2.5	8.4	-11.1	-2.1	-2.4	-3.3	-1.6	-6.8	-2.0	O=C(COc1ccccc1)NCc1ccc2c(c1)OCO2
1.0	5.1	-5.6	5.8	-7.0	-0.9	6.5	8.3	4.3	COCCn1c(=NC(C)=O)sc2cc([N+](=O)[O-])ccc21
4.5	-19.9	-12.2	6.4	1.9	-9.6	2.9	-18.2	3.3	CCCc1cc(C(N)=O)c(NC(=O)c2ccco2)s1
7.8	12.4	-0.7	11.5	-4.8	2.0	1.9	1.5	-5.2	O=S(=O)(c1ccc2ccccc2c1)N(CC1CO1)c1ccccc1 (configuration not stated)
0.2	12.4	5.3	-23.2	4.8	2.1	-3.8[fluorescence artefact?]	-3.4	-1.1	CCOC(=O)N1CCC(NC(=O)CN2C(=O)CSc3ncccc32)CC1
-0.8	2.7	-14.0	1.0	1.9	-12.1	-3.8	-1.6	-1.4	CC(NC(=O)c1cccnc1)c1ccc2c(c1)OCO2 (configuration not stated)
-2.1	1.2	-1.8	0.9	-2.0	1.8	-6.3	-15.1	-0.1	CC1(C)CC(=O)C(C=NCCN2CCN(CCCCS(=O)(=O)O)CC2)=C(O)C1
2.1	4.7	-7.2	2.5	-11.3	-4.8	0.5	-7.1	-2.9	COc1cc(CCC(=O)OCC(=O)Nc2ccccc2OC(F)F)cc(OC)c1OC
.	11.5	1.7	1.1	-9.3	0.9	5.8	0.4	.	COc1cc(O)c(C(CCN2CCCC(C)C2)c2cc(OC)c(OC)c(OC)c2)c(OC)c1 (configuration not stated)
-0.5	1.5	-9.3	-8.2	26.8	-5.2	-0.8	-12.8	2.8	COC(=O)c1ccc(COc2ccc(/C=N/O)cc2)o1
.	4.7	19.5	1.8	1.4	8.7	0.1	-5.0	.	CC[C@@H]1CC=C[C@H]2[C@H]1C(=O)N(Cc1ccccc1)[C@H]2c1ccc(OC)c(Cl)c1
2.7	-17.5	5.8	-10.9	2.6	-6.5	-1.3[fluorescence artefact?]	-5.7	-1.5	CC1CCCCN1C(=O)Cn1c(=O)n(C2CCCCC2)c(=O)c2ccccc21 (configuration not stated)
3.7	-7.8	6.1	-6.9	2.9	7.1	0.9[fluorescence artefact?]	3.8[fluorescence artefact?]	10.1	O=C(Cc1ccc2c(c1)OCCO2)c1c(O)cc(O)cc1O
3.5	5.5	1.1	-3.0	-86.2	-1.8	6.2	18.2	-11.5	CCOc1cc(/C=C2\SC(=S)N(C(C(=O)O)c3ccccc3)C2=O)ccc1O (configuration not stated)
4.6	3.9	.	-5.5	.	3.1	-5.7[fluorescence artefact?]	2.4	-0.8	S=C(NCCc1ccccc1)NCC1CCCO1 (configuration not stated)
2.1	4.7	-8.7	-2.4	2.5	-5.2	-1.5	-7.2	0.4	CCN(CC)CCN(C(=O)c1ccc(Br)s1)c1nc2cc3c(cc2s1)OCO3
0.1	-7.2	2.9	-24.6	-3.7	-2.5	-5.0	-20.7[fluorescence artefact?]	-9.1	CCOc1ccc(C(Nc2ccc(C)cc2)P2(=O)OCCC(C)O2)cc1 (configuration not stated)
2.1	1.1	-12.2	-2.2	2.5	-4.3	6.6	26.9[fluorescence artefact?]	8.2	O=C(C[n+]1cc(-c2ccccc2)n2c1CCC2)Nc1nc(-c2ccc(F)cc2)cs1
1.4	-0.9	-2.6	5.3	-6.5	48.8*	2.1	11.7	5.9	O=C1NN(c2ccccc2)C(=O)/C1=C\c1cccc(OC(=O)c2cccs2)c1
-1.2	16.5	-0.1	-7.4	.	6.1	-1.9	2.0	-1.9	O=C(c1ccc(Cl)cc1)N1CCC(O)(CSc2ccc(Cl)cc2Cl)CC1
-1.6	3.1	-5.4	-4.6	-74.5	-1.7	-0.5	-10.6	0.9	Nn1c(SCc2ccc(Br)cc2)nnc1-c1ccncc1
-0.4	0.5	-10.8	11.3	-4.5	-2.5	-1.5	0.9	-2.6	CCN1CCN(c2cc3nc(C)n(Cc4ccccc4)c(=O)c3cc2NC(=O)c2ccccc2F)CC1
-0.6	11.7	-14.8	9.8	4.4	11.1	-0.8	-1.6	-0.8	COc1ccc(CN(CC2CCCO2)C(=O)c2cc3ccccc3oc2=O)cc1 (configuration not stated)
1.9	10.8	-19.4	-6.7	-4.4	-2.5	-1.8	-8.1	1.0	Cc1cc(NC(=O)c2cc(C(C)C)on2)no1
-3.9	8.3	-9.2	1.3	-9.2	2.1	-5.9	-0.1	5.7	CS(=O)(=O)N(CC(=O)Nc1ccccc1C(=O)N1CCOCC1)c1ccc(Cl)cc1
-2.6	18.0	10.8	27.3	-2.5	24.9	0.6[fluorescence artefact?]	-8.9	-6.1	Cc1ccccc1-c1nn[nH]n1
1.7	9.5	8.2	-13.8	4.6	-0.9	15.0	-13.0	0.8	C=CCn1c(Cc2cccc3ccccc23)n[nH]c1=S
1.8	7.7	-14.8	-3.9	17.6	-2.6	-1.1	-10.8	-1.1	COc1ccc(CCNC2CC(=O)N(C3CCCCC3)C2=O)cc1OC (configuration not stated)
1.7	4.9	-2.4	1.4	24.8	0.3	-5.2	-13.9	6.0	Cc1[nH]c2ccccc2c1CN1CCC(CO)(Cc2ccccc2)CC1

# Shown with values under each structure: 2 of the compounds above.
# Second line of a record: Wee1 stabilizer | FXIIa inh | Mdm2 ligase inh | KLK5 inh | Rad51 HR inh | FXIa inh 1536 | eIF4E 4G PPI | 14-3-3 Bad inh | p97 ATPase inh
- C=CCn1c(Cc2cccc3ccccc23)n[nH]c1=S
 : 1.7 | 9.5 | 8.2 | -13.8 | 4.6 | -0.9 | 15.0 | -13.0 | 0.8
- COc1ccc(CN(CC2CCCO2)C(=O)c2cc3ccccc3oc2=O)cc1 (configuration not stated)
 : -0.6 | 11.7 | -14.8 | 9.8 | 4.4 | 11.1 | -0.8 | -1.6 | -0.8

# The main list resumes, repeating the 3 entries before the break.
Wee1 stabilizer	FXIIa inh	Mdm2 ligase inh	KLK5 inh	Rad51 HR inh	FXIa inh 1536	eIF4E 4G PPI	14-3-3 Bad inh	p97 ATPase inh	smiles
1.7	9.5	8.2	-13.8	4.6	-0.9	15.0	-13.0	0.8	C=CCn1c(Cc2cccc3ccccc23)n[nH]c1=S
1.8	7.7	-14.8	-3.9	17.6	-2.6	-1.1	-10.8	-1.1	COc1ccc(CCNC2CC(=O)N(C3CCCCC3)C2=O)cc1OC (configuration not stated)
1.7	4.9	-2.4	1.4	24.8	0.3	-5.2	-13.9	6.0	Cc1[nH]c2ccccc2c1CN1CCC(CO)(Cc2ccccc2)CC1
0.9	1.4	-9.0	-5.5	0.4	-6.4	-1.6	-4.9	-4.2	Cc1cc(C)nc(N2CCC(C(=O)NCc3ccco3)CC2)n1
3.1	20.0	-22.4	-3.2	7.8	6.8	3.8	5.1	-8.7	COc1c(C)cc(Br)cc1C(=O)Nc1cccc(-c2nc3ncccc3o2)c1
-3.8	14.7	-9.5	0.9	1.4	-1.1	5.1	-9.1	4.5	O=C(CNC(=S)N(CCCN1CCOCC1)Cc1cccs1)NC1CCCC1
.	6.9	-9.2	0.9	2.0	2.1	-5.8	-3.5	.	CC(C)(C)N1OC2CC1c1nc3ccccc3n1C2 (configuration not stated)
4.5	10.7	-2.8	-6.3	-3.2	3.1	-3.2	26.5	11.7	CCOC(=O)c1ccc(NC(=O)CC2S/C(=N/N=C/c3c[nH]c4ccccc34)NC2=O)cc1 (configuration not stated)
-0.4	9.6	-5.9	2.5	-0.3	2.1	5.8	-16.9	-3.4	Cn1c(SCCS(=O)(=O)c2ccc(Cl)cc2)nnc1-c1ccccc1
-2.5	10.0	-11.2	-9.8	23.4	-5.6	2.2	8.8[fluorescence artefact?]	2.9	CC(C)(C)NC(=O)c1cccc(NC(=O)CSc2ccc(Cl)cc2)c1
1.1	13.7	-4.2	-4.9	-2.9	7.2	4.2	-4.3	-3.8	CCOc1cc(/C=C2\SC(=Nc3ccccc3)N(c3ccccc3)C2=O)ccc1OCC(=O)O
1.5	-8.9	-15.2	-0.1	8.1	-7.2	-0.4	-11.4	4.2	COc1ccc(Oc2nccc(OC)c2C#N)cc1
13.7*	31.8	-90.0	22.5	-11.2	28.8	3.3	13.1	-4.8	NC(=O)COc1ccc2oc(-c3ccccc3)cc(=O)c2c1
-1.4	5.6	-13.1	1.5	.	3.5	0.3	-3.0	-8.7	COC(=O)/C(=N/Nc1ccccc1OC)N1CCCc2ccccc21
1.6	4.0	-7.7	-6.2	10.4	-7.6	-6.0	-4.5	-2.0	Cc1cc(C)n2cc(CSc3ncn[nH]3)nc2n1
-1.4	6.8	-18.9	11.3	-1.3	-0.2	-3.8	11.4[fluorescence artefact?]	11.4	Oc1ccccc1-c1nc(NCCN2CCOCC2)c2ccccc2n1
5.5	3.2	-22.1	-4.0	9.3	5.5	-2.3	32.1	-5.2	Cc1ccc2c(C(=O)N3CCN(c4ccccc4)CC3)cc(-c3cccnc3)nc2c1C
0.9	2.3	-10.1	2.6	14.8	3.2	-3.2	0.7	7.2	COc1ccc(S(=O)(=O)n2nc(-n3c(C)ccc3C)c3c(F)cccc32)cc1OC
-0.5	4.3	-8.0	15.4	8.8	5.8	-1.0	-5.1	-1.3	Cc1cc(C(=O)NNC(=O)c2cccc(Cl)c2)no1
-0.3	4.4	-22.8	19.1	-4.6	-3.5	-11.0	-0.3	-4.0	CCCCNC(=O)COC(=O)c1cc(S(=O)(=O)N2CCCCCC2)ccc1OC
6.0	-18.6	4.5	2.9	10.0	-6.7	1.1	12.1	-2.9	CCCCOc1ccc(-c2nnn(CC(=O)Nc3ncc(CC(=O)OCC)s3)n2)cc1
2.7	8.2	-7.3	-53.7	-3.2	-3.6	-20.5	-4.5	4.3	Cc1ccc(S(=O)(=O)c2c(N)n(NC(=O)c3ccccc3C)c3nc4ccccc4nc23)cc1
7.1	8.2	-3.1	-10.1	26.1	0.1	-1.9	10.3	-2.6	C/C(CCc1ccc2c(c1)OCO2)=N\N=C1\NC(=O)CC(C(=O)Nc2ccccc2F)S1 (configuration not stated)
